Screens deposited in PubChem by several laboratories.
FAS TE block: inhibitors of human fatty acid synthase thioesterase domain; P49327; recombinant FAS-TE, OMFH fluorogenic substrate, fluorescence endpoint; inhibition, % at 15 µM; 360,000 compounds, 0.67% hits; AID 602261;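 active means compounds whose normalised, plate-corrected inhibition of enzyme fluorescence in the single-dose primary screen is 50% or more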;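 further: 0% = DMSO with enzyme and 100% = substrate without enzyme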
MsrA act: activators of bovine methionine sulfoxide reductase A | purified bovine MsrA, absorbance read-out | activation, % at 10.6 µM | 360,000 compounds, 0.3% hits | AID 602163; in the data active means activation above about 7.5%;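 further: 0% = vehicle and 100% = reference activator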
MsrA inhibitor: bovine MsrA inhibition. purified bovine MsrA, absorbance read-out. inhibition, % at 15.5 µM. 360,000 compounds, 0.75% hits. AID 651718; in the data active means inhibition above about 4.5%;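 further: 0% = vehicle wells with enzyme and 100% = reference inhibitor wells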
TbMetRS inhib: Trypanosoma brucei MetRS inhibition. purified T. brucei MetRS, ATP depletion, Kinase-Glo luminescence. inhibition, % at 11.9 µM. 360,000 compounds, 0.4% hits. AID 624268;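 active means inhibition above a per-plate cutoff of the control wells' mean inhibition plus 3 SD, cut at about 5.5% in these data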;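 further: 0% = DMSO wells median and 100% = median of wells with control inhibitor compound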
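Test system: purified T. brucei MetRS enzyme. Also added: ATP, methionine and E. coli bulk tRNA substrates. Compound: 11.9 µM single point. Schedule: 15 min enzyme-compound preincubation, 2 h reaction, 10 min detection, 25 °C. Signal: luciferase luminescence of residual ATP, Kinase-Glo. Evaluation: percent inhibition versus plate control medians. Controls: DMSO wells, low control.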
eLon inh: E. coli protease La inhibition; AID 602123; inhibition, % at 7.94 µM; 360,000 compounds, 0.42% hits; purified E. coli Lon protease, fluorescence polarization; P0A9M0; in the data active means inhibition above about 13%, passing the limit was not always enough;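 further: 0% = enzyme with probe and DMSO and 100% = no enzyme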
SKN-1 inh: blocks SKN-1 activity in C. elegans; C. elegans VP596 Pgst-4::GFP/RFP ratio, acrylamide-induced, 24 h; 360,000 compounds, 0.49% hits; inhibition, % at 21.8 µM;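 active means interference check ratio from 0.5 to 1.5 plus GFP to RFP signal ratio inhibition reaching or exceeding a fixed threshold, cut at about 30% in these data, passing the limit was not always enough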; further: some compounds called inactive have numbers as strong as hits
MT1-MMP act inh: blocks activation of human MT1-MMP; 360,000 compounds, 0.061% hits; GFP/RFP ratio change, % at 20 µM; HT1080 RFP-PRO-GFP cells, GFP/RFP ratio fluorescence, overnight; percent of plate control window, DMSO zero; P50281;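 active means GFP/RFP ratio change of at least 30% with cell ATP level not reduced by more than half and red fluorescence within 50% of control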; further: strong numbers were not always called active
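Test system: HT1080 RFP-PRO-GFP cells; Benchmarks: DMSO and RFP-L50D-GFP cell wells; Timing: cells overnight before dosing, compound overnight, 37 °C, 5% CO2; Compound: one 20 µM compound dose with 1% DMSO; Read-out: GFP/RFP fluorescence ratio.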
CendR NRP1 mod: NRP-1/CendR interaction modulation. 360,000 compounds, 0.85% hits. FAM-RPARPAR peptide binding to NRP-1, fluorescence polarization. O14786. AID 602438. inhibition, % at 25 µM;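 active means inhibition or corrected inhibition above about 18%, plus a signal ratio from 0.5 to 1.5, limit read from the data, passing the limit was not always enough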; further: strong numbers were not always called active
MLLE-PAM2 inh: inhibitors of microRNA-mediated deadenylation, human PABP1 MLLE binding; P11940; GST-MLLE / FITC-PAM2 fluorescence polarization; inhibition, % at 20 µM; 360,000 compounds, 0.36% hits; AID 588489; in the data active means inhibition above about 35%, passing the limit was not always enough;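 further: plate controls were DMSO wells with GST-MLLE for no effect and wells lacking GST-MLLE protein for full effect; some results filed as inactive read as strong as hits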
Target sequence (P11940 whole entry, looked up): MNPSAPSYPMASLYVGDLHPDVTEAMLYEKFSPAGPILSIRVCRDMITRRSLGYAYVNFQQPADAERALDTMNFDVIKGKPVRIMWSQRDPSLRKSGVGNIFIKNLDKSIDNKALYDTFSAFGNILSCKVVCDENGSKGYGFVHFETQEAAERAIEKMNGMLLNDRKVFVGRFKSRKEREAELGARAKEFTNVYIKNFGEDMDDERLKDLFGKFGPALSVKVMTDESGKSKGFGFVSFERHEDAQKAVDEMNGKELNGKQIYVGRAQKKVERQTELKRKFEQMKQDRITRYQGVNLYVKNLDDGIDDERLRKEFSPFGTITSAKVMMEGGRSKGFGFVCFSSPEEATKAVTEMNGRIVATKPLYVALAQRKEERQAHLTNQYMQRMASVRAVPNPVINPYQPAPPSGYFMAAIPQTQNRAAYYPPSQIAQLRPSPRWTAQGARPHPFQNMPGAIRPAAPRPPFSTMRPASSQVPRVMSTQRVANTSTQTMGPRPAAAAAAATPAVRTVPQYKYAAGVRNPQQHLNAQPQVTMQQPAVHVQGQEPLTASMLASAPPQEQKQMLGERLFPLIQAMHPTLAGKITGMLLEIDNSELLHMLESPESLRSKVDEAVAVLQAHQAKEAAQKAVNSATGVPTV
The depositor's hits bear a star; . = not tested or not shown.

Abbreviations – A = FAS TE block; B = MsrA act; C = MsrA inhibitor; D = TbMetRS inhib; E = eLon inh; F = SKN-1 inh; G = MT1-MMP act inh; H = CendR NRP1 mod; I = MLLE-PAM2 inh
Cn1cc(-c2ccccc2C(N)=O)c(=O)c2ccccc21
  A = -6 | B = -4 | C = 2.0 | D = -0.3 | E = -1 | F = 0 | G = 5 | H = 9 | I = 17
COc1cccc(NC(=O)COC(=O)C2C3CC4OC(=O)C2C4C3)c1 (stereo not given)
  A = -4 | B = -2 | C = 2.4 | D = -0.5 | E = 1 | F = 29 | G = 1 | H = 3 | I = 13
CC(=O)Nc1ccc(OS(=O)(=O)c2ccc(Cl)cc2)cc1
  A = 12 | B = -1 | C = -0.1 | D = -0.3 | E = 1 | F = 16 | G = -1 | H = 3 | I = 6
CCOC(=O)c1c(Nc2ccccc2N)cc(C)nc1C
  A = -6 | B = -3 | C = 0.6 | D = -0.6 | E = -16 | F = 11 | G = 2 | H = 0 | I = -3
CCOP(=O)(OCC)/C(C#N)=C(\O)c1ccc(OC)cc1
  A = -6 | B = -8 | C = -0.2 | D = -1.2 | E = -2 | F = -3 | G = 1 | H = 12 | I = 1
Cc1cc(/C=C2/SC(=O)N(CC(=O)OC(C)C)C2=O)c(C)n1C
  A = 15 | B = -3 | C = 0.3 | D = -0.3 | E = 3 | F = 10 | G = 0 | H = -4 | I = 12
CCN(CC(=O)Nc1ccccc1C(F)(F)F)CC(=O)c1[nH]c(C)c(C(C)=O)c1C
  A = -5 | B = -8 | C = 1.6 | D = -0.6 | E = -6 | F = 3 | G = 6 | H = 12 | I = -3
COc1ccc(OC)c(NC(=O)Cc2coc3ccc4ccccc4c23)c1
  A = 27 | B = -2 | C = 1.4 | D = 0.3 | E = 1 | F = 8 | G = -4 | H = -9 | I = -12
COc1cccc(C(=O)N2CCC[C@@H]2C(=O)N2CCC[C@@H]2C(=O)NCc2ccccc2Cl)c1
  A = -8 | B = -5 | C = 1.2 | D = -0.8 | E = -1 | F = 4 | G = 3 | H = -4 | I = .
Cc1nn(Cc2ccc(Cl)cc2Cl)c(C)c1NC(=O)c1nn(C)cc1Cl
  A = -5 | B = 0 | C = 0.6 | D = 0.0 | E = -4 | F = -7 | G = 0 | H = 4 | I = 2
COc1ccc(F)c(CN2CCC(n3nccc3NC(=O)C3CCOC3)CC2)c1 (stereo not given)
  A = -4 | B = -5 | C = 1.3 | D = -0.5 | E = 7 | F = 20 | G = 1 | H = -6 | I = -12
O=C1NCCOC(=O)[C@H](Cc2ccc(F)cc2)CC/C=C/C[C@@H]1CC(=O)N(CCO)Cc1ccccc1
  A = -5 | B = -1 | C = -0.3 | D = 0.2 | E = 4 | F = -5 | G = 10 | H = 0 | I = -4
C[C@@H]1CCCCO[C@@H](CN(C)S(C)(=O)=O)[C@@H](C)CN([C@H](C)CO)C(=O)c2cc(N(C)C)ccc2O1
  A = -11 | B = 0 | C = -1.7 | D = 0.0 | E = -1 | F = 9 | G = -3 | H = 12 | I = -4
COc1ccc(N2CC(C(=O)NC3=NCCS3)CC2=O)cc1 (stereo not given)
  A = -8 | B = -9 | C = -0.8 | D = -1.0 | E = -4 | F = -10 | G = -6 | H = 2 | I = -15
COc1cc(-c2noc(C)c2C#Cc2ccc(N)cc2)cc(OC)c1OC
  A = 22 | B = -1 | C = 0.3 | D = -0.3 | E = -3 | F = 10 | G = 29 | H = -8 | I = -9
C/C(=C/c1ccccc1)C(=O)N1CCC(C)CC1
  A = -1 | B = -1 | C = -0.7 | D = -0.7 | E = -6 | F = -13 | G = 3 | H = -122 | I = 0
Cn1c(=O)[nH]c(Nc2ccc(F)cc2)c([N+](=O)[O-])c1=O
  A = -8 | B = -3 | C = 4.2 | D = -0.8 | E = -9 | F = 2 | G = 2 | H = 1 | I = 2
COc1ccccc1C(=O)NCCNC(=O)c1ccco1
  A = -8 | B = -3 | C = 1.1 | D = -2.5 | E = 0 | F = 18 | G = 4 | H = 10 | I = -4
Cc1cc2ccccc2c(=O)n1CC(=O)Nc1ccc2c(c1)OCO2
  A = -1 | B = 1 | C = 2.2 | D = -0.4 | E = -1 | F = 4 | G = 2 | H = -7 | I = 2
O=C(CSc1nnc(C2CC2)n1CC1CCCO1)Nc1ccc(Cl)cc1 (stereo not given)
  A = -2 | B = -1 | C = -0.3 | D = 1.0 | E = -8 | F = 19 | G = 2 | H = -1 | I = -5
Oc1cccc(/C=N/Nc2ccc(Cl)nn2)c1
  A = -1 | B = -4 | C = 3.3 | D = 0.2 | E = 0 | F = 16 | G = 1 | H = -1 | I = -7
CC(=O)Nc1ccc(NC(=O)CSc2ccc(-c3ccc(-n4ccnc4)cc3)nn2)cc1
  A = -4 | B = 0 | C = -0.6 | D = -0.3 | E = 6 | F = -1 | G = 1 | H = -20 | I = -5
CN(C)C(CNC(=O)c1c(F)cccc1Cl)c1ccco1 (stereo not given)
  A = -1 | B = -2 | C = 1.3 | D = -0.2 | E = -11 | F = 5 | G = -2 | H = -3 | I = 11
O=C(/C=C/c1cc([N+](=O)[O-])ccc1OC(F)F)Nc1ccc(OC(F)F)cc1
  A = 8 | B = -4 | C = 1.3 | D = -0.1 | E = 6 | F = 6 | G = 1 | H = 7 | I = 6
Cc1cc(C)c2[nH]c(O)c(N=NC3=NC(=O)CS3)c2c1
  A = -5 | B = -2 | C = 2.1 | D = -0.2 | E = -8 | F = -1 | G = 8 | H = 4 | I = -1

Reprinted from the entries so far (5 entries):
Abbreviations – A = FAS TE block; B = MsrA act; C = MsrA inhibitor; D = TbMetRS inhib; E = eLon inh; F = SKN-1 inh; G = MT1-MMP act inh; H = CendR NRP1 mod; I = MLLE-PAM2 inh
Cc1cc2ccccc2c(=O)n1CC(=O)Nc1ccc2c(c1)OCO2
  A = -1 | B = 1 | C = 2.2 | D = -0.4 | E = -1 | F = 4 | G = 2 | H = -7 | I = 2
O=C(CSc1nnc(C2CC2)n1CC1CCCO1)Nc1ccc(Cl)cc1 (stereo not given)
  A = -2 | B = -1 | C = -0.3 | D = 1.0 | E = -8 | F = 19 | G = 2 | H = -1 | I = -5
Oc1cccc(/C=N/Nc2ccc(Cl)nn2)c1
  A = -1 | B = -4 | C = 3.3 | D = 0.2 | E = 0 | F = 16 | G = 1 | H = -1 | I = -7
CC(=O)Nc1ccc(NC(=O)CSc2ccc(-c3ccc(-n4ccnc4)cc3)nn2)cc1
  A = -4 | B = 0 | C = -0.6 | D = -0.3 | E = 6 | F = -1 | G = 1 | H = -20 | I = -5
CN(C)C(CNC(=O)c1c(F)cccc1Cl)c1ccco1 (stereo not given)
  A = -1 | B = -2 | C = 1.3 | D = -0.2 | E = -11 | F = 5 | G = -2 | H = -3 | I = 11

New compounds follow.
Abbreviations – A = FAS TE block; B = MsrA act; C = MsrA inhibitor; D = TbMetRS inhib; E = eLon inh; F = SKN-1 inh; G = MT1-MMP act inh; H = CendR NRP1 mod; I = MLLE-PAM2 inh
Cn1cc(S(=O)(=O)N2CCNCC2)cc1C(N)=O
  A = -9 | B = -3 | C = -0.4 | D = 0.0 | E = 4 | F = 12 | G = -1 | H = 8 | I = 21
COc1ccc(C(=O)NC2CCN(CC(=O)Nc3cccc(OC)c3)CC2)cc1
  A = -4 | B = -8 | C = 0.1 | D = -1.6 | E = -6 | F = 2 | G = -1 | H = -6 | I = 3
O=C(CSc1nc(-c2ccco2)cc(C(F)(F)F)n1)N1CCc2ccccc2C1
  A = 13 | B = 1 | C = 1.1 | D = 0.3 | E = -3 | F = 10 | G = -8 | H = 6 | I = -1
COc1cc(C(=O)OCC(=O)NC(=O)c2cccn2C)ccc1OC(F)F
  A = -7 | B = -2 | C = -0.4 | D = -0.1 | E = -4 | F = 1 | G = 3 | H = -8 | I = -14
Cc1cccc(NC(=O)CC2CCC2)c1
  A = -7 | B = -2 | C = -0.1 | D = -0.4 | E = 0 | F = 20 | G = -1 | H = 3 | I = 16
COc1ccc(Cn2nnnc2C(C(C)C)N2CCc3ccccc32)cc1 (stereo not given)
  A = 28 | B = -4 | C = -0.1 | D = -1.3 | E = -2 | F = 4 | G = -1 | H = 12 | I = 7
CSCCC(NC(=O)c1ccco1)C(=O)N1CCCCCCC1 (stereo not given)
  A = -7 | B = -4 | C = -1.7 | D = -0.5 | E = 21* | F = 16 | G = -1 | H = -8 | I = 1
COc1cc2c3nnc(-c4ccc(F)cc4)c-3cn(Cc3ccc(F)cc3)c2cc1OC
  A = -3 | B = 0 | C = 0.0 | D = -0.4 | E = -24 | F = -26 | G = -3 | H = -28 | I = -65
CC(/C=C1\SC(=O)N(CCCC(=O)O)C1=O)=C\c1ccccc1
  A = -7 | B = -2 | C = 4.2 | D = 0.1 | E = -4 | F = 12 | G = 1 | H = -37 | I = 0
O=C(CN1CCN(c2ccc(Cl)cc2)CC1)Nc1cccc(F)c1
  A = 15 | B = -10 | C = -0.3 | D = -1.6 | E = -9 | F = -9 | G = 1 | H = 18 | I = -5
CC(C)(CO)NC(=O)Nc1ccc(Cl)c(Cl)c1
  A = -6 | B = -13 | C = 0.5 | D = -1.7 | E = -6 | F = 9 | G = -5 | H = 0 | I = 3
O=C(CCC1COc2ccccc2O1)Nc1ccccn1 (stereo not given)
  A = 0 | B = -3 | C = -1.0 | D = -0.7 | E = -7 | F = 8 | G = 5 | H = -6 | I = 6
Cc1cc2c(cc1C)NC(CC(=O)NCc1ccccc1)C(=O)N2 (stereo not given)
  A = -11 | B = -2 | C = 1.1 | D = 0.1 | E = 4 | F = 9 | G = -14 | H = -27 | I = -15
O=C(N[C@@H](Cc1ccccc1)C(=O)NC1CCCCC1)c1ccco1
  A = -7 | B = -10 | C = -0.4 | D = -0.5 | E = -1 | F = 1 | G = 9 | H = 2 | I = 6
CCOC(=O)CSc1nnc(CNC(=O)c2ccc(OC)cc2OC)n1-c1ccc(OC)cc1
  A = -4 | B = -2 | C = 0.3 | D = 0.3 | E = -8 | F = -12 | G = 6 | H = -4 | I = 2
COc1ccccc1-c1nnc(SCC(=O)c2ccc(C3CCCCC3)cc2)n1Cc1ccco1
  A = 22 | B = 3 | C = 1.6 | D = 1.3 | E = -6 | F = 9 | G = -5 | H = -6 | I = -9
O=C(NNc1nc(-c2ccc(Cl)cc2)cs1)c1ccco1
  A = -13 | B = -7 | C = -0.8 | D = -0.6 | E = -3 | F = 6 | G = 11 | H = -2 | I = -30
COc1ccc(O)c(CN2CCCC(N3CCN(c4ccccc4OC)CC3)C2)c1 (stereo not given)
  A = -7 | B = -4 | C = 0.9 | D = -0.6 | E = 3 | F = -1 | G = -1 | H = 5 | I = 5
O=C(NC1CCCC1)C(c1ccccc1)N(Cc1ccco1)C(=O)Cc1cccs1 (stereo not given)
  A = 9 | B = 0 | C = 1.0 | D = -0.3 | E = -4 | F = 4 | G = -9 | H = 17 | I = 9

This is a random part of the collection; about 4% have a hit in one of these screens.
